# Sm TGR block: qHTS Assay for the Inhibitors of Schistosoma Mansoni Peroxiredoxins; purified TGR, DTNB reduction, TNB absorbance 405 nm; Potency, µM (highest dose often 114 µM), for the others: at the highest dose activity change, negative = inhibition, hits mostly inhibitors; 3% of 360,000 active; further: potency means the concentration at half of the fitted maximal effect; nearly all actives have a fitted effect of over 60% in size
#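 Kinetic colorimetric format: TGR-catalysed, NADPH-driven DTNB reduction monitored via TNB absorbance. Enzyme dispensed at 20 nM; compound exposure 15 min at room temperature before reaction start.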
# HCMV inh: qHTS Assay for inhibitors of the human cytomegalovirus (HCMV); AID 1259415, 2018; 4.5% of 410,000 active; HFF cells, HCMV-luciferase reporter, 72 h; stronger effect = lower value; activity change, negative = inhibition, % at 57.5 µM; in the data active means activity change below about -60%; inconclusive means no clear call, values can overlap the other calls; inactive means above about -39%
#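 Compounds were evaluated in HFFs infected with an HCMV luciferase reporter virus (MOI 1 PFU/cell). Luciferase in lysates collected 72 h post infection served as the replication measure.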
# AMA1-RON2 inh: qHTS for Inhibitors of AMA1-RON; Towards Development of Antimalarial Drug Lead: Primary Screen; AlphaScreen AMA1-biotinylated RON2 peptide binding; AID 720542, 2013; Plasmodium falciparum AMA1 (3D7) - RON2 peptide interaction; Potency, µM (top dose mostly 58.2 µM), for the others: top-dose activity change, negative = inhibition, actives largely listed as inhibitors; 0.2% of 360,000 active;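 further: potency means the concentration at half of the fitted maximal effect; 0% = vehicle wells and -100% = peptide control; nearly all actives have a fitted effect of over 45% in size; some results filed as inactive show a strong effect at the top dose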
#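 AMA1 (3D7) with his tag at 25 nM final met compounds first, then biotinylated RON2 peptide at 25 nM; detection used donor plus acceptor beads, 10 µg/mL apiece, read by AlphaScreen after 30 min at room temperature.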
# FBPA Giardia inh: qHTS Assay for Inhibitors of Fructose-1,6-bisphosphate Aldolase from Giardia Lamblia | Potency, µM (highest dose often 59.6 µM), without a hit: at the highest dose activity, negative = inhibition, hits mostly inhibitors | 0.71% of 290,000 active | purified Giardia FBPA | AID 2451, 2010; further: potency means the concentration at half of the fitted maximal effect; nearly all actives have a fitted effect of over 55% in size
# Target sequence (A8B2U2 whole entry, looked up): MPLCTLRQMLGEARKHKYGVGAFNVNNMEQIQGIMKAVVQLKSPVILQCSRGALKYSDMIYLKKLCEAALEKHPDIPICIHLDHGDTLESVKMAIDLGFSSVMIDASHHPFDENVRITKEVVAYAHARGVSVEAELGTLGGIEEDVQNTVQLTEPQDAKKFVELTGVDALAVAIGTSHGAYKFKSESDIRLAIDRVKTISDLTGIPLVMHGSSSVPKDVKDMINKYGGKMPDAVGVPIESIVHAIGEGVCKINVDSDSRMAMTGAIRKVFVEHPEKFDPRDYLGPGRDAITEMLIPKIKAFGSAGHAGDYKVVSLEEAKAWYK
#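 40 nM FBPA preincubated 10 min at RT with compound (up to 57.5 uM final), then substrate plus GAPDH/TPI/NAD/arsenate coupling and diaphorase/resazurin added. Fluorescence read after 20 min at RT, 525/598 nm.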
# AmpC no deterg: qHTS Inhibitors of AmpC Beta-Lactamase (assay without detergent). AID 485341, 2010. 0.52% of 330,000 active. AmpC nitrocefin hydrolysis, absorbance 480 nm, 0.0001% Triton. Potency, µM (highest dose often 57.1 µM), inactives show at the top dose activity change, negative = inhibition, most hits filed as inhibitors;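 further: potency means the concentration at half of the fitted maximal effect; plate controls were no compound for no effect and no enzyme for full effect; nearly all actives have a fitted effect of over 20% in size; some results filed as inactive show a strong effect at the top dose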
# Target sequence (P00811 whole entry, looked up): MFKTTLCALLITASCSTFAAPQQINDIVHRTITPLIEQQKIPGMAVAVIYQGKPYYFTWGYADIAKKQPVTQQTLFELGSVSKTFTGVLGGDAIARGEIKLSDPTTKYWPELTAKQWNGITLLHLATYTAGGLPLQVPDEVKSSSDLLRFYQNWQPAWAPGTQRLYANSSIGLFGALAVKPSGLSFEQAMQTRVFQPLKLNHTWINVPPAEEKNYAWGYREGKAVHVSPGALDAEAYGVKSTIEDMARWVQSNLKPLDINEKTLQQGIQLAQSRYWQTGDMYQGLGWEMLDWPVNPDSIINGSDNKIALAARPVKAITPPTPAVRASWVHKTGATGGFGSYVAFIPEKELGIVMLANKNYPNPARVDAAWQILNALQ
#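 AmpC (5.3 nM in the dispensed reagent) in 20 mM phosphate pH 7.0 with 0.01% (detergent screen) or 0.0001% Triton X-100 was preincubated with compounds for 15 min at room temperature. Nitrocefin was then added from an 800 uM solution, and hydrolysis was followed at 480 nm.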
# AmpC detergent: qHTS Inhibitors of AmpC Beta-Lactamase (assay with detergent); P00811; AmpC hydrolysis of nitrocefin, absorbance 480 nm, 0.01% Triton; Potency, µM (top dose mostly 114 µM), for inactives: at the highest dose activity change, negative = inhibition, hits mostly inhibitors; 0.041% of 370,000 active; AID 485294, 2010;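 further: potency means the concentration at half of the fitted maximal effect; 0% = no-compound wells and -100% = no-enzyme wells; nearly all actives have a fitted effect of over 25% in size; some results filed as inactive show a strong effect at the top dose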
#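 AmpC (5.3 nM in the dispensed reagent) in 20 mM phosphate pH 7.0 with 0.01% (detergent screen) or 0.0001% Triton X-100 was preincubated with compounds for 15 min at room temperature. Nitrocefin was then added from an 800 uM solution, and hydrolysis was followed at 480 nm.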
# * = called active by the depositor; ? = inconclusive; / = not tested or not shown; & = joins results of further samples; [ ] = another dose, or the depositor's remark. Unless noted, the call rests on the fitted dose curve; in most records, active means well fitted curve in the direction sought with a large enough effect; inconclusive means small, poorly fitted or top-dose-only effect, or another doubt; inactive means no such curve, though single readings can be large; an effect the other way counts as inactive or inconclusive. Unless noted, on the % scale 0 is the no-effect control and ±100 the full control effect.
1) Cc1cc(C)cc(N(CC(=O)Nc2c(C)cc(C)cc2C)S(=O)(=O)c2c(C)nn(C)c2C)c1
2) O=C(OCC(=O)N1CCCC1)c1cc(F)c(F)cc1Cl
3) Cc1cc(Br)c(NC(=O)CN2CCCC2)c(Br)c1
4) Cc1ccc2c(=O)c(C(=O)NCc3cccs3)c[nH]c2c1
5) COc1cc(/C=C2\SC(=S)N(CC(=O)O)C2=O)ccc1OS(=O)(=O)c1ccc(C)cc1

Screen / compound no.	1	2	3	4	5
Sm TGR block	0%	11%	-5%	9%	-26%
HCMV inh	-10	-33	3	-3	?
AMA1-RON2 inh	/	-17%	17%	-13%	0%
FBPA Giardia inh	/	6%	-15%	-2%	/
AmpC no deterg	/	-12%	-19%	-16%	8%
AmpC detergent	-2%	-7%	-13%	5%	-2%

6) CC12CCC(=O)N1C(C(=O)O)Cc1c2[nH]c2ccccc12 (stereo not drawn)
7) CN(C)S(=O)(=O)c1ccc(C(=O)NCCC(=O)N2CCCC2)cc1
8) N#CCCn1cc(C(=O)NCc2ccccc2)c(-c2ccc3c(c2)OCCO3)n1
9) COc1ccc(OC)c(CNC(=O)NCc2noc3ccc(C)cc23)c1
10) O=C(NC1CCCN(Cc2ccc(Cl)cc2)C1)c1cnc2ccccn2c1=O (stereo not drawn)

Screen / compound no.	6	7	8	9	10
Sm TGR block	15%[11.4 µM]	-6%	7%	8%	?
HCMV inh	21	3	28	14	-65*
AMA1-RON2 inh	-1%	3%	-17%	/	-15%
FBPA Giardia inh	-16%	-1%	4%	/	-4%
AmpC no deterg	-7%	-17%	7%	/	149%[activator]
AmpC detergent	?	-7%	-2%	12%	-1%

11) COc1ccc([C@@H]2C[C@@H](c3ccccc3)Oc3cc(OC)cc(OC)c32)cc1
12) CN1C(=O)C(C)(C)c2cc(S(=O)(=O)N3CCCC(C(=O)NCc4ccc(Cl)cc4)C3)ccc21 (stereo not drawn)
13) NC(=O)c1ccccc1N/C=C/C(=O)c1ccc(F)cc1
14) CS(=O)(=O)Nc1nc2n(n1)C(c1ccccc1)C=C(c1ccc(Br)cc1)N2 (stereo not drawn)
15) CCOC(=O)[C@H]1[C@H]2COc3ccc(Br)cc3[C@@H]2N2C(=O)CN(Cc3ccc(OC)cc3)C(=O)[C@@]12C

Screen / compound no.	11	12	13	14	15
Sm TGR block	17%	-1%	-22%	22µM*	-9%
HCMV inh	34	8	43	/	-10
AMA1-RON2 inh	-1%	-6%	6%	32%[activator]	24%
FBPA Giardia inh	0%	-10%	-7%	-6%	/
AmpC no deterg	-18%	132%[activator]	-24%	-26%	156%[activator]
AmpC detergent	7%	-14%	0%	1%	-9%

# Eleven of these compounds in another layout:
item | Molecule | Sm TGR block | HCMV inh | AMA1-RON2 inh | FBPA Giardia inh | AmpC no deterg | AmpC detergent
2 | O=C(OCC(=O)N1CCCC1)c1cc(F)c(F)cc1Cl | 11% | -33 | -17% | 6% | -12% | -7%
3 | Cc1cc(Br)c(NC(=O)CN2CCCC2)c(Br)c1 | -5% | 3 | 17% | -15% | -19% | -13%
4 | Cc1ccc2c(=O)c(C(=O)NCc3cccs3)c[nH]c2c1 | 9% | -3 | -13% | -2% | -16% | 5%
5 | COc1cc(/C=C2\SC(=S)N(CC(=O)O)C2=O)ccc1OS(=O)(=O)c1ccc(C)cc1 | -26% | ? | 0% | / | 8% | -2%
6 | CC12CCC(=O)N1C(C(=O)O)Cc1c2[nH]c2ccccc12 (stereo not drawn) | 15%[11.4 µM] | 21 | -1% | -16% | -7% | ?
7 | CN(C)S(=O)(=O)c1ccc(C(=O)NCCC(=O)N2CCCC2)cc1 | -6% | 3 | 3% | -1% | -17% | -7%
8 | N#CCCn1cc(C(=O)NCc2ccccc2)c(-c2ccc3c(c2)OCCO3)n1 | 7% | 28 | -17% | 4% | 7% | -2%
9 | COc1ccc(OC)c(CNC(=O)NCc2noc3ccc(C)cc23)c1 | 8% | 14 | / | / | / | 12%
10 | O=C(NC1CCCN(Cc2ccc(Cl)cc2)C1)c1cnc2ccccn2c1=O (stereo not drawn) | ? | -65* | -15% | -4% | 149%[activator] | -1%
11 | COc1ccc([C@@H]2C[C@@H](c3ccccc3)Oc3cc(OC)cc(OC)c32)cc1 | 17% | 34 | -1% | 0% | -18% | 7%
12 | CN1C(=O)C(C)(C)c2cc(S(=O)(=O)N3CCCC(C(=O)NCc4ccc(Cl)cc4)C3)ccc21 (stereo not drawn) | -1% | 8 | -6% | -10% | 132%[activator] | -14%

# The list goes on.
16) O=C(CN1CCCC1c1cccs1)N1CCN(S(=O)(=O)c2cccc(F)c2)CC1 (stereo not drawn)
17) Cc1ccc(-n2cc(CNCCCN3CCCC3=O)c(-c3ccc(F)cc3)n2)cc1
18) COc1cc(C(=O)OCC(=O)Nc2nnc(-c3ccccc3)o2)cc(OC)c1OC
19) CCCCOC(=O)c1cccc(NC(=O)CCC(=O)O)c1
20) O=S(=O)(/C=C/c1ccccc1)N1CCN(c2nc(-c3cccnc3)nc3ccccc23)CC1

Screen / compound no.	16	17	18	19	20
Sm TGR block	-2%	-14%	-19%	0%	7%
HCMV inh	-18	-23	-2	21	?
AMA1-RON2 inh	-5%	-9%	-13%	5%	-4%
FBPA Giardia inh	/	3%	/	5%	-1%
AmpC no deterg	101%[activator]	104%[activator]	-26%	-26%	-29%
AmpC detergent	1%	-6%	-2%	?	1%

21) CC(C)OCCCNC(=O)c1ccccc1Oc1ccccc1
22) CCCN1C(=O)c2ccc(C(=O)NC3CCCCC3)cc2C1=O
23) O=C(COC(=O)c1c2c(nc3ccccc13)CCN(Cc1ccccc1)C2)Nc1c(F)cccc1F
24) CC1(C)NC(=O)N(CC(=O)OCC(=O)c2ccc(Br)s2)C1=O
25) O=C(COC(=O)c1ccccc1O)Nc1cc(S(=O)(=O)N2CCCCCC2)ccc1Cl

Screen / compound no.	21	22	23	24	25
Sm TGR block	-17%	9%	4%	/	4%
HCMV inh	-22	26	-96*	-1	3
AMA1-RON2 inh	-4%	2%	-4%	-4%	-4%
FBPA Giardia inh	3%	6%	6%	/	/
AmpC no deterg	15%	-1%	-36%	-17%	-29%
AmpC detergent	-8%	?	-2%	/	1%

26) Cc1ccc(Cl)cc1N1CCN(Cc2nc3ccsc3c(=O)[nH]2)CC1
27) COc1ccc(/C=C\C(=O)c2c(O)ccc3c(C)cc(=O)oc23)cc1
28) CN(C)CCNC(=O)c1ccc(COCC(F)(F)F)cc1
29) CCOc1ccc(N(CC(=O)N2CCN(c3ccc(F)cc3)CC2)S(=O)(=O)c2c(C)noc2C)cc1
30) CC(C)COC(=O)Cn1cnc2ccc(Br)cc2c1=O

Screen / compound no.	26	27	28	29	30
Sm TGR block	4%	-11%	3%	-1%	-26%
HCMV inh	-33	?	-12	2	?
AMA1-RON2 inh	24%	-8%	0%	-6%	-16%
FBPA Giardia inh	-10%	0%	6%	/	0%
AmpC no deterg	1%	44%	-20%	133%[activator]	-6%
AmpC detergent	-12%	4%	?	4%	4%

31) Cc1cccc(N2CCN(C(=O)c3ccc(NC4=NC5CS(=O)(=O)CC5S4)cc3)CC2C)c1 (stereo not drawn)
32) COC(=O)NNC(=O)COc1ccccc1C
33) CC(=O)c1cc(Cl)ccc1OCC(=O)Nc1cccc(S(=O)(=O)N2CCCC2)c1
34) Cn1c(=O)cc(-c2ccccc2)c2ccccc21
35) O=C(NCc1ccccc1Cl)c1cccc(OC2CCN(C(=O)C3CC3)CC2)c1

Screen / compound no.	31	32	33	34	35
Sm TGR block	-13%	-10%	-20%	2%	?
HCMV inh	-16	-13	0	7	-34
AMA1-RON2 inh	-1%	15%	-1%	8%	3%
FBPA Giardia inh	/	5%	/	-7%	/
AmpC no deterg	95%[activator]	-26%	-40%	-5%	-1%
AmpC detergent	0%	-1%	-18%	1%	4%

36) COc1ccc(CCN(C)C(=O)c2ccc3c(=O)n4c(nc3c2)CCCCC4)cc1OC
37) COc1cc(C(=O)Nc2ccc(S(=O)(=O)N3CCc4ccccc43)cc2)cc(OC)c1OC
38) CCc1ccc2c(c1)C(c1ccc([N+](=O)[O-])cc1)=NNC(c1ccc(Br)cc1)=N2
39) CC(=O)Nc1cccc(-c2nnc(SCC(=O)n3c4c(c5ccccc53)CCCC4)n2C)c1
40) COCc1cc(/C=N\NC(=O)COc2ccc(Cl)cc2)ccc1OC

Screen / compound no.	36	37	38	39	40
Sm TGR block	/	3%	0%	30%	0%
HCMV inh	-2	10	29	-18	15
AMA1-RON2 inh	-12%	-11%	0%	-6%	12%
FBPA Giardia inh	/	-9%	5%	-11%	-1%
AmpC no deterg	10%	22%	-20%	-9%	-40%
AmpC detergent	/	-4%	0%	-6%	3%

41) COc1ccc(S(=O)(=O)NCc2cc(=O)n(C)c(=O)n2C)cc1F
42) Cc1cccnc1NC(=O)c1sc2ccccc2c1Cl
43) NS(=O)(=O)c1cccc(NC(=O)CNC(=O)CC23CC4CC(CC(C4)C2)C3)c1
44) Nc1c(-c2nc(-c3ccc(Cl)cc3)cs2)c2ccccn2c1C(=O)c1ccc2c(c1)OCO2
45) CCOc1ccc(NC(=O)CSc2nncn2C)cc1

Screen / compound no.	41	42	43	44	45
Sm TGR block	1%	0%	3%	0%	-19%
HCMV inh	?	45	-3	4	0
AMA1-RON2 inh	-5%	121%[activator]	25%	/	-5%
FBPA Giardia inh	2%	/	0%	/	-5%
AmpC no deterg	-19%	-19%	-32%	/	-15%
AmpC detergent	-5%	-6%	0%	17%	-7%

46) Cc1cccc(C)c1NC(=O)N1CC(C)OC(C)C1 (stereo not drawn)
47) CC(=O)N(C)c1ccc(N=Nc2c(C)[nH]n(-c3ccccc3)c2=O)cc1
48) COc1ccc2c(CC(=O)N(C)CC3COc4ccccc4O3)coc2c1 (stereo not drawn)
49) O=C(Nc1ccc2c(c1)OCCO2)c1oc2ccccc2c1NC(=O)C1CC1
50) COC(=O)c1ccc(C(=O)OC)c(NC(=O)C(C)(C)C)c1
51) COc1ccc(C(=O)N/C(=C\c2cn(S(=O)(=O)N(C)C)c3ccccc23)C(=O)NCCCn2ccnc2)cc1
52) CC1=C(C(=O)Nc2ccc(C)cc2C)C(c2ccccc2)n2ncc(C(=O)Nc3ccccc3)c2N1 (stereo not drawn)
53) CCOc1ccc(/C=N/n2cc(-c3ccccc3)[nH]c2=S)cc1

Screen / compound no.	46	47	48	49	50	51	52	53
Sm TGR block	1%	-2%	-10%	24%	/	-10%&1%	10%	3%
HCMV inh	16	13	22	-19	34	?	-7	33
AMA1-RON2 inh	-28%	-1%	-6%	7%	0%	18%	/	92%[activator]
FBPA Giardia inh	1%	4.5µM*	-6%	-15%	5%	/	/	3%
AmpC no deterg	0%	99%	-1%	-26%	-23%	160%[activator]	/	-57%
AmpC detergent	4%	-16%	-11%	-15%	1%	0%&17%	9%	1%

# Screens (PubChem BioAssay)
